Hep lipid drop = inhibitors of hepatocyte lipid droplet formation, primary screen, imaging, high-throughput imaging, BODIPY stain | AML12 mouse hepatocytes, oleate lipid droplets | inhibition, % at 6.5 µM | 240,000 tested, 0.4% active | AID 1656, 2009;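 active = lipid droplet intensity inhibited by at least 50%, with more than 500 cells counted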
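Assay system: AML12 mouse liver cells | Compound dosing: One dose, 6.5 µM compound | Read-out basis: Droplet intensity reduction, % inhibition | Measured by: Fluorescence imaging, 20x objective, two fields per well | Schedule: Overnight treatment with compound plus oleate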
Insulin prom up = insulin promoter activators in MIN6 cells, imaging, high-content screening, mouse beta cells | AID 1625, 2009 | MIN6 insulin promoter-GFP reporter; hits give high values | 190,000 tested, 0.3% active | z-score at 5 µM;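 active = z-score above 3 at 5 µM with at least 500 cells counted in the well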
XIAP antagonists = XIAP antagonists, biochemical, IAP family, fluorescence polarization (AID 1018) | E3 ubiquitin-protein ligase XIAP (Homo sapiens) | XIAP BIR domain, fluorescence polarization peptide displacement; higher % means a stronger effect | one-dose displacement, % at 20 µM; IC50 in µM for titrated hits | 200,000 tested, 0.007% active; in the data active = displacement above about 50%; also: a part of the inactive calls stands beside numbers as strong as those of hits
Autophagy mod = autophagy modulators in MEF cells, primary screen, imaging, high-content, MEF GFP-LC3. MEF GFP-LC3 puncta imaging; test concentration mostly 10 µM. AID 463193, 2010. 190,000 tested, 0.98% active. calls only at 10 µM (by protocol);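 active = percentage of spot-positive cells more than 3 SD above its plate mean, without a fluorescence outlier flag or 80% toxicity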;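 also: spot-positive cell cutoff set from DMSO-treated cells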
MT stabilize HCS = microtubule stabilizers in HeLa cells, primary screen, imaging, high-content imaging | HeLa tubulin immunostaining HCS, 24 h; share of cells brighter than vehicle mean+2SD | % tubulin-high responders, % at 10 µM | 200,000 tested, 0.83% active | AID 2205, 2009;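 active = plate Z-score above 3 for both tubulin-high and condensed-nucleus cell shares, with cell loss under 80%, at 10 µM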;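 also: anti alpha tubulin signal scored within the nucleus-defined area of each cell; some results filed as inactive read as strong as hits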
WT yeast gro inh = growth inhibition of WT strain, primary screen, mitochondrial fusion inhibitor project, WT and mutant strains, chemical genetic; mitochondrial fusion phenotypic screen; inhibition, % at 10 µM; 190,000 tested, 2.1% active; in the data active = inhibition above about 58%; tested in S. cerevisiae
CSM14.1 death rescue = rescue of cells from ER stress-induced death, primary screen, 384-well, CSM14.1, thapsigargin, ATP luminescence (AID 1222) | CSM14.1 thapsigargin-induced death rescue, ATP luminescence; higher % means a stronger effect | cellular ATP content (survival), % at 20 µM; hits with a dose series show EC50 in µM | 190,000 tested, under 10 active;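 active = EC50 below 50 µM in the dose-response confirmation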;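 also: death triggered by thapsigargin at about 15 µM added after 2 h compound pretreatment; cell ATP read after overnight thapsigargin exposure of roughly 18 to 22 hours; normalized against plate controls of thapsigargin alone and 5% DMSO vehicle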
Dynein cargo inh = inhibitors of GR-EGFP nuclear translocation, primary screen, dynein cargo transport inhibitor project, imaging, high-content, 3617.4 mouse cells; test concentration mostly 20 µM; stimulated with dexamethasone, 1 µM; hits give low values; z-score, hits read low; 220,000 tested, 0.47% active; AID 1381, 2008;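 active = plate z-score of nuclear minus cytoplasmic receptor signal below a set negative limit, without overly bright fluorescence or cell loss, cut at about -3.5 in these data, passing the limit was not always enough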;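 also: z-score of nuclear minus cytoplasmic ring GR-EGFP intensity difference per well; some compounds called inactive have numbers as strong as hits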
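Also added – dexamethasone, 1.0 µM final · Buffer or medium – tet-free, stripped-serum medium · Schedule – induction 48 h, compound 1 h, agonist 30 min · Detection – formaldehyde fixation, Hoechst nuclear stain, 10x automated fluorescence imaging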
bCat nuc transl = modulators of beta-catenin nuclear translocation, primary screen, imaging, HeLa cells, immunofluorescence, high-content; nuclear translocation activity, % at 5 µM; 190,000 tested, 0.3% active;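 active = nuclear translocation activity above 50% at 5 µM, with a well cell count of 50 or more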;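 also: per-cell ratio of nuclear to cytoplasmic median beta-catenin stain intensity; plate controls were DMSO negative control for no effect and GSK-3 inhibitor IX positive control for full effect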
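test system = HeLa cells, endogenous beta-catenin | dosing = single 5 µM dose plus 0.02–20 µM confirmation series | times = compound treatment 24 h, 37°C, 5% CO2 | technique = beta-catenin immunofluorescence imaging with DAPI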
WT yeast gro inh mutant strain = also measured in WT yeast gro inh; calls as there; inhibition, %; mitochondrial fusion phenotypic screen, mutant strain inhibition
Dynein cargo inh cytoplasmic EGFP = recorded beside Dynein cargo inh, whose call it bears; z-score; measured here: cytoplasmic GR-EGFP intensity; hits give high values
Dynein cargo inh nuclear GR-EGFP = recorded beside Dynein cargo inh, whose call it bears; z-score; measured here: nuclear GR-EGFP intensity;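 lower value marks the stronger effect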
Dynein cargo inh cell count = recorded beside Dynein cargo inh, whose call it bears; z-score; measured here: cell count per field
Insulin prom up cell count = further read-out of Insulin prom up, marked with its call; cell count; measured here: cytotoxicity, nuclei count;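 total cells summed across four imaged fields per well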
Hep lipid drop cells 6.5 µM = second read-out of Hep lipid drop, no call of its own (marks repeat the call); cell count; measured here: cell count, cytotoxicity flag;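 cells counted across two imaged fields per well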
bCat nuc transl cell count 5 µM = further read-out of bCat nuc transl, marked with its call; cell count; measured here: cell count, cytotoxicity flag
MT stabilize HCS Hoechst-high % = further read-out of MT stabilize HCS, marked with its call; % Hoechst-high responders; measured here: nuclear condensation Hoechst responders;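 share of cells brighter than vehicle mean plus two SD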
MT stabilize HCS cytotoxicity % = also measured in MT stabilize HCS; calls as there; toxicity, %; measured here: cytotoxicity by cell density;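 0% = mean cell density of plate MIN control wells and 100% = no cells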
Autophagy mod cell loss 18 h = recorded beside Autophagy mod, whose call it bears; toxicity, %; measured here: cell loss, nuclei count;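 cell loss after 18 h compound exposure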
Numbers without * were called inactive; i = inactive; . = no result given; & = joins results of further samples.

SMILES	Hep lipid drop	Hep lipid drop cells 6.5 µM	Insulin prom up	Insulin prom up cell count	XIAP antagonists	Autophagy mod	Autophagy mod cell loss 18 h	MT stabilize HCS	MT stabilize HCS Hoechst-high %	MT stabilize HCS cytotoxicity %	WT yeast gro inh	WT yeast gro inh mutant strain	CSM14.1 death rescue	Dynein cargo inh	Dynein cargo inh cytoplasmic EGFP	Dynein cargo inh nuclear GR-EGFP	Dynein cargo inh cell count	bCat nuc transl	bCat nuc transl cell count 5 µM
CC(NC(=O)C1CCCN1C(=O)OCc1ccccc1)c1ccccc1 (stereo not drawn)	-14	689	-0.15	1151	-2.3%	i	2	2.5	2.7	8.7	-3	23	-0.4%	-0.025	-0.27	-0.092	0.14	.	.
CS(=O)(=O)N(CC(O)Cn1c2ccccc2c2ccccc21)c1ccccc1 (stereo not drawn)	.	.	-0.8	1306	-4.0%	i	2	3.4	1.2	0.3	13	21	-1.6%	2	-0.2	0.41	-0.77	1.2	1136
COc1ccc(OC)c(NC(=S)N2CCN(c3ccccn3)CC2)c1	.	.	0.27	1554	-0.2%	i	-36	2.2	2.2	8.6	1	21	-1.9%	-0.59	-0.15	0.26	0.89	1.7	1364
Cc1ccc(C(=O)NC(=O)OCCn2c(C)cnc2[N+](=O)[O-])cc1	4	682	0.3	1076	-2.2%	i	34	4.8	0.8	1.7	12	1	-0.5%	3	-0.058	1.5	-1.5	0.4	1011
CC(=O)c1cccc(NC(=S)NC(=O)c2ccccc2Br)c1	12	619	0.2	1400	0.3%	i	7	1.8	1.1	2.0	-10	2	7.7%	0.37	-0.25	0.29	0.28	-9.8	590
CCC(C)NCCOc1ccccc1C (stereo not drawn)	-11	700	-0.27	1753	-9.7%	i	4	3.8	2.6	5.5	10	-3	-2.0%	0.95	-0.37	0.72	-0.2	-0.6	963
O=C(NC(=S)N(CCCCO)C1CCCCC1)c1sc2ccccc2c1Cl	.	.	-1.1	1503	-4.9%	i	-24	6.4	1.5	4.5	42	37	-5.4%	-0.52	-0.2	0.33	0.0016	-0.5	1323
Fc1ccc(Nc2nc3ccccc3s2)cc1	3	643	.	.	-2.6%	i	-1	2.3	2.0	3.3	15	1	-1.8%	-1.2	-0.2	-0.47	0.034	-1.0	1035
CCn1c(/N=C/c2ccccc2NS(=O)(=O)c2ccc(C)cc2)nc2ccccc21	-4	692	-0.08	1401	-1.4%	i	-12	3.1	2.7	4.8	23	12	2.0%	-0.61	-0.25	0.0013	0.97	-0.4	1087
CCn1c(SCC(=O)N2CCN(S(=O)(=O)c3ccccc3)CC2)nnc1-c1cccs1	.	.	-0.63	1549	-2.6%	i	3	2.5	1.8	4.7	-14	0	0.2%	-0.36	-0.18	-0.24	0.043	-0.7	1323
CCc1ccc(C2=NN(C(=O)OC)C(O)(C(F)(F)F)C2)cc1 (stereo not drawn)	.	.	-0.47	1201	-3.3%	i	-1	1.0	2.0	8.6	4	-2	-2.8%	1	-0.21	0.78	-0.17	-0.6	1369
O=C(NC1CCCC1)c1ccc(CNc2c(N3CCOCC3)c(=O)c2=O)cc1	.	.	-0.15	1016	0.9%	i	14	3.5	3.1	5.6	-7	-41	0.0%	0.19	-0.22	0.4	-0.002	-6.5	1230
CC1CN(C)C(C)C/C1=N\Oc1ccc([N+](=O)[O-])cc1 (stereo not drawn)	-5	692	-0.16	1298	-4.2%	i	7	1.3	1.2	4.9	13	2	-1.9%	0.33	-0.19	0.068	-1.1	3.5	999
CCOC(=O)c1[nH]ncc1CN1CCCC(C(=O)c2cccc3ccccc23)C1 (stereo not drawn)	-15	659	.	.	-4.3%	i	-12	1.4	1.3	6.7	2	-23	-2.9%	-0.39	-0.11	-0.24	-0.87	-0.3	927
O=C(Nc1ccc(N2CCCCC2)cc1)c1ccc2c(c1)OCCO2	11	827	.	.	-6.4%	i	19	1.9	1.4	4.6	8	23	-2.2%	-0.074	-0.38	0.3	0.3	-5.1	1287
O=[N+]([O-])c1cc2c(cc1C=Nc1ccccc1)OCO2	.	.	-0.01	1545	1.1%	i	-3	1.7	1.4	7.3	15	-11	-0.6%	-0.88	-0.17	-0.53	0.48	-1.4	1418
COc1ccc2oc(=O)c(C(=O)N3CCN(c4ccccc4F)CC3)cc2c1	20	637	-0.03	1838	-2.8%	i	-6	1.6	1.8	10	-7	-26	0.5%	-1.1	-0.25	-0.48	0.41	-1.9	1031
CCN(CC)C(=O)CSc1nnc([C@@H](NC(=O)OC(C)(C)C)C(C)C)o1	.	.	0.45	1287	-8.5%	i	-21	2.1	1.6	4.4	-7	4	1.6%	0.16	-0.2	0.05	0.18	-3.4	993
O=C(NCCNS(=O)(=O)c1ccccc1Cl)c1cc(OCC(F)(F)F)ccc1OCC(F)(F)F	.	.	-0.03	1716	-9.1%	i	7	2.3	1.2	2.4	-2	2	-0.9%	2.8	-0.0055	0.92	-1.7	0.2	1381
O=C(Nc1ccccc1)Nc1ccccn1	-3&17	713&770	-0.08&-0.26	1329&1398	-1.2%	i	-6	3.1	2.3	4.5	-5	16	-1.2%	0.29&0.11	-0.25&-0.28	0.25&0.0021	0.59&0.26	-3.0	1140

Copied from the list.
Entry for O=C(NCCNS(=O)(=O)c1ccccc1Cl)c1cc(OCC(F)(F)F)ccc1OCC(F)(F)F in Dynein cargo inh: 2.8
Entry for CCc1ccc(C2=NN(C(=O)OC)C(O)(C(F)(F)F)C2)cc1 (stereo not drawn) in MT stabilize HCS cytotoxicity %: 8.6

(further entries)
SMILES	Hep lipid drop	Hep lipid drop cells 6.5 µM	Insulin prom up	Insulin prom up cell count	XIAP antagonists	Autophagy mod	Autophagy mod cell loss 18 h	MT stabilize HCS	MT stabilize HCS Hoechst-high %	MT stabilize HCS cytotoxicity %	WT yeast gro inh	WT yeast gro inh mutant strain	CSM14.1 death rescue	Dynein cargo inh	Dynein cargo inh cytoplasmic EGFP	Dynein cargo inh nuclear GR-EGFP	Dynein cargo inh cell count	bCat nuc transl	bCat nuc transl cell count 5 µM
CC(C)OC(=O)c1nnc(-c2ccccc2)nc1OC(C)C	12	702	-0.65	1692	1.1%	i	4	0.9	1.1	6.9	-4	8	0.2%	0.3	-0.23	-0.4	0.13	-1.2	1120
CCOC(=O)/C(=C/C=C1\Sc2cc(C)c(C)cc2N1CC)C(C)=O	-6	681	.	.	23%	i	11	2.0	0.8	5.0	45	18	11%	-3.8	24	0.92	-2	-0.3	987
Cc1ccc(NC(=O)c2cccc(S(=O)(=O)N(C)c3ccccc3)c2)cc1S(=O)(=O)N1CCOCC1	7	566	.	.	-2.7%	i	-5	1.9	3.5	6.8	-10	-26	-0.7%	-0.18	-0.28	-0.24	0.62	1.2	959
Cc1cc(Cl)ccc1NNC(=O)CCc1ccccc1	-2	737	1.4	1447	.	.	.	.	.	.	.	.	.	0.46	-0.25	0.14	0.43	-2.6	1005
COC(=O)Cn1c(=NC(=O)CSCC(=O)Nc2cc(C)on2)sc2cc(C(=O)OC)ccc21	-6	710	-0.12	1399	-7.0%	i	24	2.5	1.5	6.4	-5	-3	2.4%	0.19	0.073	0.49	-0.05	1.0	1003
CNC(=S)NNc1nc(C)cc(C)n1	9	641	-0.29	1635	-6.1%	i	-10	2.0	1.0	4.5	-1	-26	0.6%	0.35	-0.35	0.41	0.69	-1.3	1146
COc1cccc(CN(Cc2ccco2)C(c2ccc(F)cc2)c2nnnn2C(C)(C)C)c1 (stereo not drawn)	-62	594	-0.46	1727	-7.7%	i	10	6.6	3.9	0.0	39	1	0.1%	-1.7	-0.32	-0.57	0.48	-0.5	1044
COc1ccc(NC(=O)CCSc2nnc(C)s2)cc1	6	779	0.89	1025	-6.7%	i	6	1.9	1.3	6.0	-4	-5	-3.9%	2.7	0.19	1.6	-1.5	-2.4	1156
Nc1c(-c2ccc(F)cc2)cnn1C1CCS(=O)(=O)C1 (stereo not drawn)	2	754	-0.12	1247	-3.7%	i	0	2.4	1.5	8.9	19	3	2.3%	-1	-0.076	-0.58	1.1	3.1	1188
O=C(Nc1cccc(-c2nnc(-c3ccccc3)o2)c1)c1ccc(Br)o1	10	829	0.4	1140	-6.0%	i	-6	1.9	1.1	33	44	31	-0.8%	-0.61	-0.19	-0.036	0.25	2.0	860
COc1ccc2c(c1OC)C(=O)N(c1ccc(C)cc1)C2=O	1	656	-0.31	1434	-1.5%	i	-8	2.3	1.8	0.2	2	5	0.0%	-1.2	-0.33	-0.34	0.84	0.8	1510
CCOc1ccc(NC(=O)C(c2ccccn2)N(C(=O)CCl)c2ccc(F)cc2)cc1 (stereo not drawn)	-8	660	-0.06	1540	-9.9%	i	5	2.9	3.2	4.4	-10	-13	0.3%	-0.76	0.031	-0.65	0.6	2.7	1007
Nc1ccc2nc(SCc3cccc(F)c3)sc2c1	-4	698	-0.04	1005	-6.2%	i	19	2.4	3.0	3.0	7	-10	-1.5%	-1.9	-0.17	-1	1.2	1.2	993
